Screening data from PubChem BioAssay.
M5 antag: blocks acetylcholine activation of human M5 receptor. 0.59% of 360,000 active. CHO-hM5 cells, Fluo-8 calcium fluorescence, ACh EC80. inhibition, % at 3 µM. P08912;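 active means inhibition above a per-plate cutoff, the mean of that plate's test compounds plus 3 SD, cut at about 27% in these data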;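 further: 0% = acetylcholine EC80 with DMSO and 100% = DMSO without agonist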
Target sequence (P08912 whole entry, looked up): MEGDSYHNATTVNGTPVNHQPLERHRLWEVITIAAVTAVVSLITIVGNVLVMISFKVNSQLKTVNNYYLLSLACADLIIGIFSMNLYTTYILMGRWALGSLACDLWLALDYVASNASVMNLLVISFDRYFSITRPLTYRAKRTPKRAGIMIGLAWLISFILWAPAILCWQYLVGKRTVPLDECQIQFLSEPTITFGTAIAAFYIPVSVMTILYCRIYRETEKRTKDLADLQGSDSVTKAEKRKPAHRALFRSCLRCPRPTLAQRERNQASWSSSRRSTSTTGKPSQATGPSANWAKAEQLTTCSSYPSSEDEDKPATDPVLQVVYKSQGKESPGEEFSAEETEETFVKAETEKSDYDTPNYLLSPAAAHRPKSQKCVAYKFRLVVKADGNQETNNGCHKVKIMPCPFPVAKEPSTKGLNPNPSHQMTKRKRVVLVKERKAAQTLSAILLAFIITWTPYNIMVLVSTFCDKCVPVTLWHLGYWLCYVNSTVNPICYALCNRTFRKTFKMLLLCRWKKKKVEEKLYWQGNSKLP
CHO-K1 Ca antag: counter-screen for M1 antagonists: effect in parental CHO-K1 cells; ATP-induced calcium, Fluo-8 fluorescence; inhibition, % at 3 µM; 0.6% of 360,000 active;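 active means inhibition above a per-plate cutoff, the plate's mean sample inhibition plus 3 SD, cut at about 24% in these data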;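 further: 0% = DMSO plus EC80 ATP and 100% = DMSO alone without ATP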
CHRM5 PAM: potentiates acetylcholine response at human M5 receptor; activation, % at 3 µM; P08912; 0.3% of 360,000 active; AID 624038; CHO-K1 hM5, Fluo-8 calcium, ACh EC20 PAM; 0% = ACh EC20, 100% = ACh EC100;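 active means activation above the run cutoff, the mean activation of all test compounds plus 3 SD, cut at about 18% in these data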
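System: CHO-K1 hM5 cells. Reagent: acetylcholine, EC20 level. Compound dosing: single dose, 3 µM nominal final test concentration. Timing: Post-acetylcholine fluorescence recording 140 s. Detection: Fluo-8 calcium fluorescence. Read-out: % activation, ACh-normalized. Benchmarks: ACh EC20 and EC100 wells. Repeats: singlicate, one well per test compound.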
CHO-K1 Ca ag: nonselective activator or artifact in parental CHO-K1 cells. Fluo-8 calcium fluorescence; scaled to maximal ATP response, vehicle zero. activation, % at 3 µM. 0.48% of 360,000 active; in the data active means activation above about 15%;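 further: untransfected CHO-K1 host cells lacking M1 receptor as counterscreen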
M4 PAM: positive allosteric modulators of human muscarinic M4 receptor; CHO-K1 hM4/Gqi5, Fluo-8 calcium fluorescence, ACh EC20; 0% = ACh EC20, 100% = maximal ACh; activation, % at 3 µM; 0.4% of 360,000 active;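 active means activation above its plate's cutoff, the mean activation of sample wells plus 3 SD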; further: some results filed as inactive read as strong as hits
Target sequence (P08173 whole entry, looked up): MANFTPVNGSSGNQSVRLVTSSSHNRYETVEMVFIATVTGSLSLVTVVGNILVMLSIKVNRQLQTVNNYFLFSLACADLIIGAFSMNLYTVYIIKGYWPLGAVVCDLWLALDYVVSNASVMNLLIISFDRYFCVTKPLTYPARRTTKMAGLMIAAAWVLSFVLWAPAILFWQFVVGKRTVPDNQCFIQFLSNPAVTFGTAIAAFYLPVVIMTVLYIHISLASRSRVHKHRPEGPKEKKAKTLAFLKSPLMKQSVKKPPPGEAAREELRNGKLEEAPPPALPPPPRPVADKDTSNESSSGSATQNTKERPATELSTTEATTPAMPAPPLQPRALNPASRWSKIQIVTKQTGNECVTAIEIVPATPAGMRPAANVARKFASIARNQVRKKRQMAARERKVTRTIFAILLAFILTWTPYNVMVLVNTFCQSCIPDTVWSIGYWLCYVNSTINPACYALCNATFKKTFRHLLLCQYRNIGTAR
M1 PAM parental: nonselective activator or artifact in parental CHO-K1 calcium assay | activation, % at 3 µM | 0.02% of 360,000 active | ATP EC20, Fluo-8 calcium fluorescence; 0% at ATP EC20, 100% at ATP max;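 active means activation above the run cutoff, the mean activation of all test compounds plus 3 SD, cut at about 40% in these data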;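 further: peak over basal fluorescence ratio in a 140 s read after ATP addition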
M4 ag: agonists of human muscarinic M4 receptor (CHRM4). P08173. AID 624127. activation, % at 3 µM. 0.14% of 360,000 active. CHO-K1 hM4/Gqi5, Fluo-8 calcium fluorescence; vehicle 0%, full acetylcholine response 100%;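 active means activation above the run mean over all test wells plus 3 SD, cut at about 32% in these data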;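 further: peak over basal fluorescence ratio per well then scaled between controls; 0% = DMSO wells and 100% = acetylcholine at EC100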
CHRM4 antagonist: antagonists of human muscarinic M4 receptor (CHRM4); P08173; inhibition, % at 3 µM; 0.73% of 360,000 active; CHO-hM4 cells, ACh EC80, Fluo-8 calcium fluorescence;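 active means inhibition above its plate's cutoff, the mean inhibition of sample wells plus 3 SD, cut at about 27% in these data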;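 further: 0% = acetylcholine EC80 with DMSO and 100% = DMSO without agonist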
M5 ag: CHRM5 agonism in calcium assay. P08912. CHO-K1 hM5 cells, Fluo-8 calcium fluorescence; 0% DMSO wells, 100% maximal acetylcholine response. activation, % at 3 µM. 0.19% of 360,000 active. AID 624037;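 active means activation above the run's mean over test compounds plus 3 SD, cut at about 23% in these data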;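 further: signal is peak over basal fluorescence ratio across the kinetic read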
An asterisk follows results filed as active; . = no result given. Outcome played no part in choosing rows, and some 2.7% of all compounds hit somewhere here.

SMILES	M5 antag	CHO-K1 Ca antag	CHRM5 PAM	CHO-K1 Ca ag	M4 PAM	M1 PAM parental	M4 ag	CHRM4 antagonist	M5 ag
CC(C)Sc1ncc(S(=O)(=O)c2ccccc2)c(=O)[nH]1	-5	1	9	0.1	5	12	1	3	1
Cc1cc(C#N)c(C)n1-c1cc(C(F)(F)F)ccc1N1CCOCC1	3	-21	-8	0.0	-10	10	-1	5	-1
CCOc1ccc(NC(=O)COC(=O)c2ccc3c(c2)OCO3)cc1	4	-9	0	0.0	-1	1	0	-4	1
CCOC(=O)Cc1csc(NC(=O)CN2CCN(CC)CC2)n1	5	14	-7	0.5	0	2	0	-2	-23
CC(C)(CS(=O)(=O)[O-])NC(=O)CC[N+](C)(C)CCO	10	2	2	0.5	13	1	0	16	-2
CC(C)NC(=O)C1(C)CCN1C(=O)C1(c2ccccc2)CCCC1 (stereo unspecified)	0	-14	-3	-0.3	4	14	0	0	0
CCCCN(C(=O)CSCC(=O)Nc1ccc(OC)cc1)c1c(N)n(CCC)c(=O)[nH]c1=O	6	-5	6	1.6	6	1	1	3	-3
O=C(CCC(=O)Nc1cccc([N+](=O)[O-])c1)NCc1ccccc1	9	-6	-6	7.3	8	19	2	2	-5
O=C(COc1ccc(S(=O)(=O)N2CCOCC2)cc1)NC1CCCC1	-1	-11	-2	0.2	25	6	1	12	-1
O=C(NC(Cc1c[nH]c2ccccc12)c1nnc2n1CCCCC2)c1ccc(Cl)cc1 (stereo unspecified)	2	-11	-1	-0.5	0	19	1	-6	3
Cc1ccc(N(Cc2ccccc2)C(=O)Cc2ccc(S(=O)(=O)N3CCOCC3)s2)cc1	9	2	-8	-0.3	-6	-13	2	-1	-5
O=C(CN1C(=O)NC2(CCCCCC2)C1=O)c1ccc(OC(F)F)cc1OC(F)F	6	-13	-2	4.8	-1	21	5	-1	-5
Cc1nc(NS(=O)(=O)c2ccccc2)sc1NC(=O)OCCN(C)C	2	-7	-17	0.6	2	16	1	-1	27*
CCc1ccc(C2C(C#N)=C(N)OC3=C2C(=O)CCC3)s1 (stereo unspecified)	-1	-3	-5	0.1	0	-12	1	-11	-8
CCOc1ccc2nc(SCC3CC3(Cl)Cl)[nH]c2c1 (stereo unspecified)	13	3	-6	1.2	-9	-2	2	-7	-6
N#CC1=C(N)Oc2cc(N)ccc2C1c1ccc(F)cc1 (stereo unspecified)	6	8	-3	0.6	-4	-5	2	9	2
CCOC(=O)CSc1nnc(NC(=O)c2cc([N+](=O)[O-])cc([N+](=O)[O-])c2)s1	-4	-2	-3	0.5	3	14	1	1	1
CCOC(=O)C1(Cc2ccccc2)CCCN(C(=O)c2ccc(-n3ccnc3)cc2)C1 (stereo unspecified)	18	-2	-7	4.5	-6	-1	10	-1	-3
Cc1ccc(C(=O)OCN2C(=O)c3ccccc3C2=O)cc1S(=O)(=O)N1CCOCC1	-6	-5	4	0.6	-3	19	5	-22	-3
Cc1ccc(S(=O)(=O)CCC(=O)OCn2nnc3ccccc3c2=O)cc1	4	-1	-2	0.7	-7	13	1	-2	4
COC(C(=O)Nc1ccc(S(=O)(=O)Nc2ccc(C)c(C)c2)cc1)c1ccccc1 (stereo unspecified)	5	14	0	1.1	4	-8	8	0	7
Cc1ccc(CNC(=O)CCC(=O)N2CC(C)Sc3ccccc32)cc1 (stereo unspecified)	2	-6	-7	3.1	-8	12	.	-9	3
O=C(NCc1ccccc1)C(Cc1ccccc1)NS(=O)(=O)c1cccc2nsnc12 (stereo unspecified)	-2	-16	0	1.9	0	0	7	-5	1
Cc1cc(C)c(C(=O)N2CCCC(C(=O)c3cc(F)ccc3F)C2)o1 (stereo unspecified)	-3	-3	-2	0.3	1	10	1	-7	-1
CCOc1cc(S(=O)(=O)N2CCCC2)c(C)cc1C	-9	-1	0	0.9	6	12	0	-7	-3
COc1ccc(CCCc2nnc(SCC(=O)Nc3cccc(C)c3)o2)cc1	7	-14	-16	8.1	-8	8	8	3	3
CN1CCN(C(=S)NC(CC(=O)c2ccccc2)c2ccccc2)CC1 (stereo unspecified)	-2	-14	3	1.4	3	11	2	-4	-4
COc1ccc2c(c1)c(=O)oc1cc(OCC(=O)N3CCc4ccccc4C3)ccc12	-4	-7	0	0.5	1	14	2	-7	1
Cc1cc(C)c(C)c(S(=O)(=O)N2CCC(C(=O)NCc3ccco3)CC2)c1C	1	3	2	-0.1	6	-21	5	-11	-6
Cc1cccc(N2CCN(C(=S)Nc3ccc4nc(N5CCOCC5)cc(C)c4c3)CC2C)c1 (stereo unspecified)	5	-5	-4	0.8	1	16	6	-25	-8
CC1(C)CC(=O)C(C(C2=C(O)CC(C)(C)CC2=O)c2ccc(Cl)c([N+](=O)[O-])c2)C(=O)C1 (stereo unspecified)	-3	-3	7	0.0	5	5	2	0	5
O=C(O)CCC(=O)OCCN(Cc1ccc(Oc2ccc([N+](=O)[O-])cc2)cc1)C(=O)C(Cl)Cl	17	-12	-15	0.0	4	22	0	-13	-5
CSCCC(NC(=O)c1cccc(C)c1)C(=O)OCN1C(=O)c2ccccc2C1=O (stereo unspecified)	-17	-1	11	1.2	6	12	0	4	-4
CNC1=CC(=O)CC(c2ccccc2)C1 (stereo unspecified)	2	-7	9	-0.3	12	-10	1	-16	1
Cc1cccc(N2CCN(CCCNC(=O)C3CCCN(c4ncnc5c4nc4n5CCCCC4)C3)CC2C)c1 (stereo unspecified)	20	-6	-9	5.2	-18	-10	14	2	-6
O=C(CNC(=O)c1ccco1)N/N=C/c1ccc(C(=O)O)cc1	16	9	0	0.0	-8	9	1	-5	-4
CCOc1ccc(C(=O)Nc2nnc(C3=COCCO3)o2)cc1	7	-6	-3	0.9	3	6	0	11	-5
Cc1ccc(C(=O)NCC(=O)NCCCc2ccccc2)s1	0	-9	11	-0.1	-2	25	1	20	-2
CN1/C(=C/C(=O)CSc2ccccc2C(=O)O)C(C)(C)c2ccccc21	-1	8	6	2.4	-5	1	1	-1	-2
CCn1c(CNC(=O)c2ccco2)nnc1SCC(=O)Nc1ccccc1Cl	11	-10	-5	0.6	5	0	2	0	2
CCCCn1c(N)c(N(CCOC)C(=O)c2cc(-c3ccccc3Cl)nc3ccccc23)c(=O)[nH]c1=O	6	-7	-2	-0.1	4	8	0	-4	0
O=C(NC1CCCC1)C(c1ccc(N2CCOCC2)cc1)N(Cc1ccccc1)C(=O)c1ccco1 (stereo unspecified)	-4	6	1	0.1	5	-5	1	8	-2
COc1ccc(C(c2nnnn2Cc2ccccc2)N2CCN(C/C=C/c3ccccc3)CC2)cc1 (stereo unspecified)	8	-4	-22	0.9	-14	3	7	3	-6
Cc1ccc(OCC(=O)Nc2ccc(Cl)cc2)c([N+](=O)[O-])n1	2	1	4	0.6	0	-11	2	-10	-1
CCOC(=O)c1ccc(NC(=O)c2nc[nH]c2C(=O)NCCCCCNC(=O)OC(C)(C)C)cc1	9	-16	5	0.4	15	12	2	-11	1
COc1cccc(NC(=O)CN(C)C(=O)c2ccc(COc3ccccc3)cc2)c1	3	0	-1	0.7	1	-9	8	-15	4
COC(=O)[C@H]1C2CCC(C(=O)OC)(CC2)[C@H]1C(=O)OC	1	-20	-3	0.5	-8	17	0	2	1
COc1ccc2cc(C(=O)c3ccccc3)c(=O)oc2c1	-1	-8	-3	0.4	-8	12	0	9	2
Cc1ccc2nc(NS(=O)(=O)c3cn(C)nc3C)sc2c1	6	1	4	0.7	-5	3	0	7	-1
Cc1nc(SCC#N)c2c(C)c(C)sc2n1	-5	-12	5	-0.1	8	4	0	3	-5
CCOC(=O)c1sc2nc(CC(C)C)c3c(c2c1N)CCC3	-8	-10	5	-0.1	8	21	0	-4	0
COc1ccccc1/C=C1\SC(=O)N(CC(=O)N(C)C2CCS(=O)(=O)C2)C1=O (stereo unspecified)	4	-10	0	-0.1	5	7	1	-3	-5
COc1ccc(C)cc1S(=O)(=O)Nc1cc2c3c(c1)CCC(=O)N3CCC2	3	-7	-9	1.3	4	-3	3	-4	1
Cn1c(N2CCC(C(N)=O)CC2)nc2c1c(=O)n(Cc1cccc(Br)c1)c(=O)n2C	-5	6	4	0.6	18	9	2	6	3
COc1cc(OC)c(N(C)C(=O)CCNC(=O)Cn2cnc3ccccc3c2=O)cc1Cl	1	-12	-1	-0.1	-1	13	-1	2	3
CCNCC(=O)Nc1c(C)cccc1C	8	-2	-4	-0.1	-3	-5	1	1	1
C/C(Nc1ccc(F)cc1)=C(/C#N)C(N)=O	2	-11	10	0.0	-4	-6	0	3	-6
COc1ccc(Nc2nc(-c3ccccc3)nc3ccccc23)cc1	8	-5	-7	4.2	-10	4	4	8	-2
COc1nnc(-c2ccc(C(=O)N3C[C@@H]4C[C@H](C3)c3cccc(=O)n3C4)cc2)c2ccccc12	5	-5	-1	0.3	-2	15	0	2	1
O=C(c1cccc(F)c1)N(Cc1nc2ccccc2c(=O)[nH]1)C1CCCC1	3	-10	8	0.3	6	-8	1	-18	-4

A portion from further up, for reference:
SMILES	M5 antag	CHO-K1 Ca antag	CHRM5 PAM	CHO-K1 Ca ag	M4 PAM	M1 PAM parental	M4 ag	CHRM4 antagonist	M5 ag
C/C(Nc1ccc(F)cc1)=C(/C#N)C(N)=O	2	-11	10	0.0	-4	-6	0	3	-6
COc1ccc(Nc2nc(-c3ccccc3)nc3ccccc23)cc1	8	-5	-7	4.2	-10	4	4	8	-2
COc1nnc(-c2ccc(C(=O)N3C[C@@H]4C[C@H](C3)c3cccc(=O)n3C4)cc2)c2ccccc12	5	-5	-1	0.3	-2	15	0	2	1
O=C(c1cccc(F)c1)N(Cc1nc2ccccc2c(=O)[nH]1)C1CCCC1	3	-10	8	0.3	6	-8	1	-18	-4

Next part
SMILES	M5 antag	CHO-K1 Ca antag	CHRM5 PAM	CHO-K1 Ca ag	M4 PAM	M1 PAM parental	M4 ag	CHRM4 antagonist	M5 ag
CCOC(=O)c1ccc(-c2cccc(C(F)(F)F)c2)nc1C	5	-8	-1	0.7	5	18	0	3	1
COc1ccc(Nc2ccc(S(=O)(=O)N3CCCCC3)cc2[N+](=O)[O-])cc1OC	3	2	0	0.7	-4	-2	2	4	-2
Cc1csc(NC(=O)c2ccc3ccccc3n2)n1	20	2	-9	5.3	-8	12	17	11	0
COCCCNC(=O)c1cccc2c(-c3ccnn3C)coc12	-2	15	-4	0.0	5	-8	1	3	3
O=C(CCCN1C(=O)/C(=C/c2ccccc2OC(F)F)SC1=S)Nc1cccnc1	5	-17	-5	1.2	1	21	10	3	4
COc1cc(OC)cc(C(=O)NCC(=O)OCC(=O)Nc2cc(S(C)(=O)=O)ccc2Cl)c1	2	-12	-11	1.1	-4	10	1	5	-5
COc1ccc(S(=O)(=O)N2CCC(C)CC2)cc1N(C)S(=O)(=O)c1ccccc1	4	-4	-4	0.5	0	2	1	1	-1
CC1CCN(C(=O)COC(=O)c2ccccc2NC(=O)c2ccco2)CC1	8	-9	4	1.8	-7	13	8	-10	7
O=[N+]([O-])c1ccc(OCc2n[nH]c(=S)n2-c2ccccc2)cc1	-3	-1	4	0.5	5	6	1	-1	1
COc1ccc(C2C(C(N)=O)=C(C)Nc3ncnn32)cc1 (stereo unspecified)	-3	3	1	-0.2	27	7	1	-8	-2
CCc1ccccc1N(C1=NCCCS1)S(=O)(=O)c1ccc(C(C)(C)C)cc1	2	4	-3	-0.2	-11	-7	-2	7	-1
